Source: PubChem BioAssay (National Center for Advancing Translational Sciences (NCATS))
Abeta rescue = restores growth of yeast expressing A-beta42 peptide. yeast expressing A-beta42, growth rescue, OD600, 48 h; response scale: 0% DMSO, 100% iron-clioquinol control. Potency, µM (highest dose often 46.1 µM), without a hit: at the top dose growth rescue, usual class: activators. 410,000 tested, 0.063% active. AID 1347071; further: potency means the concentration at half of the fitted maximal effect; nearly all actives have a fitted effect of over 55% in size
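Yeast A-beta toxicity model in growth medium with pinned compounds, 48 h at 30 C; growth read as absorbance at 600 nm. Normalized to FeCl3/clioquinol equimolar mix (positive) and DMSO (negative).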
TGFb inhibitor = inhibitors of TGF-b signaling. HepG2 CAGA-GFP TGF-b/SMAD3 reporter, GFP fluorescence, 18 h; TGF-beta stimulated, 500 pg/mL final. Potency, µM (series often up to 46.1 µM), without a hit: at the top dose activity, negative = inhibition, actives largely listed as inhibitors. 410,000 tested, 1.2% active. AID 588855; further: potency means the concentration at half of the fitted maximal effect; on the % scale 0 is the no-effect control and ±100 the full control effect; nearly all actives have a fitted effect of over 65% in size
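Inhibition was scored as loss of TGF-beta-induced (500 pg/mL final, 18 hours, 37 degrees C) GFP in HEPG2 cells carrying a CAGA-GFP reporter, in DMEM with 1% FBS. Well GFP was summed per cell; Activity was normalised to unstimulated and stimulated DMSO wells, then concentration-response fitting.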
MmCpn inh = M. maripaludis TRiC chaperonin inhibition; purified Mm-Cpn ATPase, ADP Transcreener TR-FRET; Potency, µM (doses to about 76.9 µM), for inactives: top-dose activity, negative = inhibition, usual class: inhibitors; 330,000 tested, 0.031% active; further: potency means the concentration at half of the fitted maximal effect; on the % scale 0 is the no-effect control and ±100 the full control effect; nearly all actives have a fitted effect of over 80% in size
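ATPase read-out: TR-FRET ADP immunoassay (anti-ADP Eu cryptate vs ADP-d2), ex 320 nm, em 590/665 nm; signal drops as ADP forms. Enzyme 25 nM, ATP 10 uM, 30 min at 37°C after 10 min compound preincubation.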
A549 viability = kills or reduces viability of A549 cells in Nrf2 counter-screen; A549 ARE-Fluc cells, CellTiter-Fluor viability, 18-24 h; Potency, µM (top dose mostly 46 µM), for the others: top-dose activity change, negative = cytotoxicity, actives largely listed as inhibitors; 390,000 tested, 0.16% active; AID 504648; further: potency means the concentration at half of the fitted maximal effect; on the % scale 0 is the no-effect control and ±100 the full control effect
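Cytotoxicity counterscreen: CellTiter-Fluor fluorescence was measured in A549 ARE_Fluc cells after 18-24 h of compound exposure in a concentration series. The subsequent BugLite luminescent read reports ARE-luciferase activity.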
Nrf2 ARE act = activates Nrf2 signaling. AREc32 ARE-luciferase reporter (MCF7-derived line), luminescence, 24 h. Potency, µM (doses to about 46.1 µM), for the others: at the highest dose activation, usual class: activators. 410,000 tested, 0.31% active. AID 624171; further: potency means the concentration at half of the fitted maximal effect; % of control where 0% means no effect; nearly all actives have a fitted effect of over 65% in size
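Luciferase luminescence (Steady-Glo, 30 min at room temperature) served as the read-out of ARE activation in AREc32 cells treated with compounds for 24 hr at 37 deg C.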
Nrf2 block = blocks Nrf2 signaling; A549 ARE-Fluc reporter, luciferase luminescence, 18-24 h; 360,000 tested, 2.1% active; AID 504444; Potency, µM (titrated, usually from 46 µM), inactives show at the top dose activity change, negative = inhibition, hits mostly inhibitors; further: potency means the concentration at half of the fitted maximal effect; on the % scale 0 is the no-effect control and ±100 the full control effect; nearly all actives have a fitted effect of over 60% in size
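Two sequential reads on A549 ARE_Fluc cells exposed to compound for 18-24 h: a CellTiter-Fluor fluorescence read for viability, then a luciferase luminescence read for Nrf2/ARE activity.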
HepG2 tox = kills HepG2 cells in TGF-b inhibitor counter-screen; HepG2 CAGA-GFP viability, ATP luminescence, 18 h; Potency, µM (top dose mostly 46.1 µM), without a hit: top-dose activity change, negative = cytotoxicity, most hits filed as cytotoxic; 410,000 tested, 0.76% active; further: potency means the concentration at half of the fitted maximal effect; some results filed as inactive show a strong effect at the top dose
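HepG2 CAGA-GFP cells (1000/well, DMEM with 1% FBS) received compound, then TGF-beta at 500 pg/mL final, and were incubated 18 hours at 37 degrees C. Viability was read by CellTiter-Glo luminescence. Media-only wells were set as complete cell-killing and DMSO as no toxicity.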
pAkt inh = inhibitors of Akt phosphorylation; 360,000 tested, 0.32% active; activity change, % for hits at 50 µM; AID 651550; Neuro2A IGF-stimulated pAkt S473 HTRF, 20 min; hits give low values; in the data active means activity change below about -80%; inconclusive means mostly about -51% to -80%; further: on the % scale 0 is the no-effect control and ±100 the full control effect
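Neuro2A cells (4,500/well, DMEM with 0.5% FBS) were treated with compound at a single 50 µM final concentration, stimulated with 6 nM IGF for 20 min at 37 °C, and lysed. Phospho-Akt Ser473 was read by HTRF as 665/615 ratio ×10^4.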
CCT modulator = changes cytosolic chaperonin activity | purified chaperonin ATPase assay, HTRF ADP detection, 30 min | activity change, % (no concentration beside the values), hits read low | 360,000 tested, 0.3% active | AID 651819; in the data active means activity change below about -30%; further: on the % scale 0 is the no-effect control and ±100 the full control effect
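TRiC at 40 or 20 nM final (batch-dependent) in 30 mM Tris pH 7.4, 100 mM KCl, 5 mM MgCl2, 1 mM DTT, with compound at single 76 uM and 10 uM ATP, 30 min at 37 deg C. ADP detected by HTRF Transcreener, 665/615 ratio.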
Starred values were filed as active, the others as inactive; i = inactive; ? = inconclusive; · = no result given; & = joins results of further samples. Unless noted, the call rests on the fitted dose curve; in most records, active means well fitted curve in the direction sought with a large enough effect; inconclusive means small, poorly fitted or top-dose-only effect, or another doubt; inactive means no such curve, though single readings can be large; an effect the other way counts as inactive or inconclusive. Random draw from the library. Share with any hit: about 4.3%.

SMILES | Abeta rescue | TGFb inhibitor | MmCpn inh | A549 viability | Nrf2 ARE act | Nrf2 block | HepG2 tox | pAkt inh | CCT modulator
Cc1ccc(S(=O)(=O)/N=C2\C=C(NS(=O)(=O)c3ccccc3)C(=O)c3ccccc32)c(C)c1 | 19% | 6% | · | -2% | 2.5% | 6% | 10% | i | -0.1
Cc1ccc(CNc2ccc(-c3nc(-c4cccnc4)no3)cc2[N+](=O)[O-])cc1 | -8% | -13% | · | -23% | -0.3% | 29µM* | -12% | · | ·
COc1ccccc1NC(=O)c1ccc(NC(=O)COC(=O)C2CCCCC2)cc1 | 20% | 8% | 1% | -1% | -1.0% | -3% | 3% | i | -2.6
O=C(N/C(=C\c1ccccc1)C(=O)N1CCOCC1)c1cccc(Br)c1 | -8% | ? | -7% | -1% | -0.3% | -17% | 7% | i | 1.2
CCc1nnc(NC(=O)CN2CCOCC2)s1 | -4% | 18% | -3% | -5% | -0.4% | ? | -30% | · | -2.6
CCC(Oc1ccccc1C)C(=O)N1CCCN(C)CC1 (stereo unspecified) | 14% | -1% | -3% | -8% | -0.3% | 2% | 1% | i | -1.9
C[C@H](CO)N1C[C@H](C)[C@@H](CN(C)S(=O)(=O)c2ccc(Cl)cc2)OCc2cnnn2CCCC1=O | -7% | 18% | · | · | -0.3% | · | -1% | i | -0.8
CS(=O)(=O)c1ccc2c(c1)SC1=NC(=O)/C(=C/c3ccco3)C(=N)N12 | 23% | 2% | -4% | ? | 0.6% | ? | -3% | i | -0.2
COc1ccc2nc(NC(=O)CSc3cn[nH]n3)sc2c1 | 8% | 0% | 0% | -2% | -0.4% | ? | 32% | i | -3.4
Fc1ccc2nc(C(F)(F)F)cc(N3CCOCC3)c2c1 | 0% | -5% | 1% | 8% | 0.2% | -1% | -3% | i | 0.2
CC(C)c1ccc(NC(=O)N(CCc2nc3ccccc3[nH]2)C2CCCC2)cc1 | 12% | -15% | 1% | ? | 2.9% | 2% | -29% | i | 0.5
Cc1onc(-c2ccccc2)c1C(=O)n1cc(Br)cn1 | 0% | 0% | -1% | -3% | -0.4% | 5% | 7% | i | -1.0
CCOc1ccc(CCNC(=O)Cn2nnc(-c3ccccc3Cl)n2)cc1OCC | -1% | 15% | · | -1% | 0.5% | -19% | -4% | · | ·
CC(=O)c1cccc(NC(=O)c2cnccn2)c1 | 5% | 3% | -1% | -6% | 0.2% | 10% | -1% | i | -3.5
Cc1cc(=O)[nH]c(SCC(=O)N2CCCCCC2)n1 | 0% | ? | 1% | -5% | -1.1% | 8% | -25% | i | -2.8
CCCCn1c(N)c(N(CCOC)C(=O)c2ccc(-c3ccccc3)cc2)c(=O)[nH]c1=O | -6% | 3% | 2% | -1% | 0.0% | 8% | 0% | i | -2.6
CCc1ccc(Oc2coc3cc(OCC(=O)Nc4cc(C)ccc4C)ccc3c2=O)cc1 | -11% | -1% | 1% | -10% | 0.1% | -25% | -18% | i | -0.6
COc1ccc(CCNC(=O)c2ccc(CS(=O)(=O)c3ccc(C)cc3)o2)cc1OC | 6%&17% | ? | 1% | 8%&-5% | -0.5%&0.3% | 21µM* | -15%&2% | i | -1.0
CCOC(=O)c1c(C)n(CC)c2ccc(OC(=O)c3ccc([N+](=O)[O-])cc3)cc12 | 0% | 4% | 3% | 2% | 1.8% | 2% | -3% | i | -3.0
CN(C)C(=O)c1ccc(-c2cc(C(F)(F)F)n(C)n2)s1 | -10% | 7% | 0% | -1% | -0.8% | -6% | 1% | i | -0.7
Cc1ccc(C2(c3ccc(C)cc3)NC(=O)N(CC(N)=O)C2=O)cc1 | 20% | 19% | 1% | -9% | 0.4% | -1% | 2% | i | -0.6
CC(C)c1cc(-c2nc(-c3ccccc3)no2)n[nH]1 | 5% | ? | · | -7% | -0.5% | -13% | -58% | · | ·
Cc1cc(C(=O)N2CCN(c3ccc([N+](=O)[O-])cc3)CC2)co1 | -2% | -23% | -1% | -14% | 1.9% | ? | -22% | i | 9.6
COc1ccc(C(=O)Nc2nc(-c3ccc(S(=O)(=O)N4CCOCC4)cc3)cs2)cc1 | 6% | 3% | ? | -19% | -0.2% | ? | -20% | i | -0.3
O=C(Nc1nccs1)C1(S(=O)(=O)c2ccc(Cl)cc2)CC1 | -12% | ? | 0% | 7% | 0.2% | -10% | -23% | i | -1.3
O=C(NCc1ccc(C(=O)O)cc1)OCc1ccccc1 | 10% | -13% | -2% | 0% | -0.4% | -2% | 7% | i | 0.2
Cc1nonc1-c1ccc2c(c1)OCO2 | 4% | -20% | 1% | 0% | -0.6% | 11% | 4% | i | -0.3
Nc1ncnc2c1nc(Sc1ccc(Cl)cc1)n2[C@@H]1O[C@@H]2COP(=O)(O)O[C@H]2[C@H]1O | -7% | 0% | · | -1% | 3.1% | -23% | -11% | i | -0.4
Cc1[nH]n(C(N)=S)c(=O)c1N=Nc1cc(C(F)(F)F)ccc1Cl | -9% | 18% | -1% | -25% | -0.9% | ? | -2% | i | -0.4
O=C(N/N=C/c1cccc2ccccc12)c1cc2ccccc2o1 | 7% | -18% | -1% | -13% | 0.0% | ? | -15% | i | -2.9
COc1ccc(C(=O)Nc2cnc(NC(=O)c3cccs3)cc2C)cc1 | -8% | -4% | 1% | 2% | 3.1% | ? | 1% | i | 0.9
O=S(=O)(c1ccc(Br)cc1)N1CCCN(Cc2ccccc2F)CC1 | -3% | -10% | -3% | 12% | -0.7% | 6% | -4% | i | -19
CCOC(=O)C(c1ccccc1)N1CCN(c2ccc(OC)cc2)CC1 (stereo unspecified) | 25% | 3% | 1% | -4% | 0.1% | 5% | -33% | i | -1.8
O=C(Cn1nc(-c2ccc(Cl)cc2)ccc1=O)NCc1ccc2c(c1)OCO2 | -16% | -6% | -1% | 6% | 0.3% | 3% | -19% | i | -4.6
CC(C)=CCC/C(C)=C/CNC(=O)C[C@H]1C[C@H](C(=O)N2CCOCC2)[C@@]2(CCC3CCCC3)c3[nH]c4cc(CCC(=O)N(C)C)ccc4c3CCN2C1=O | 6% | ? | -2% | ? | 0.1% | ? | -35% | i | 0.0
Cc1c(CCC(=O)NC2CC2)c(=O)oc2cc(O)ccc12 | -26% | 17% | -7% | 12% | -0.9% | -20% | -2% | i | -1.7
O=C(Cn1cccn1)N1CCCC(Nc2ccc(F)c(F)c2)C1 (stereo unspecified) | -1% | 7% | 3% | -2% | -0.2% | 8% | 22% | i | 0.6
O=C(Nc1cccc(C(=O)O)c1)/C(=C\c1ccc(F)cc1)NC(=O)c1ccco1 | 1% | 3% | -1% | 4% | 0.0% | 27% | 1% | i | -0.6
Cc1ccc(Cl)cc1NC(=O)Nc1nnc(N(C)Cc2ccccc2)s1 | -3% | 20% | · | 7% | 3.3% | 1% | -24% | · | ·
O=C(Cn1cnc2ccccc21)Nc1ccc(F)c(F)c1 | -18% | -17% | -12% | 5% | -0.6% | ? | -36% | i | -2.2

Taken from above:
`COc1ccc(C(=O)Nc2nc(-c3ccc(S(=O)(=O)N4CCOCC4)cc3)cs2)cc1` – A549 viability: -19%
`O=C(NCc1ccc(C(=O)O)cc1)OCc1ccccc1` – CCT modulator: 0.2
`CC(C)=CCC/C(C)=C/CNC(=O)C[C@H]1C[C@H](C(=O)N2CCOCC2)[C@@]2(CCC3CCCC3)c3[nH]c4cc(CCC(=O)N(C)C)ccc4c3CCN2C1=O` – CCT modulator: 0.0

Additional compounds:
SMILES | Abeta rescue | TGFb inhibitor | MmCpn inh | A549 viability | Nrf2 ARE act | Nrf2 block | HepG2 tox | pAkt inh | CCT modulator
O=C(Nc1ccc(N2CCC(N3CCCCC3)CC2)c(C(=O)O)c1)c1ccccc1 | -9% | 5% | · | 1% | -0.8% | · | -3% | · | ·
Cc1ccccc1-n1nnnc1SCc1cc(=O)n2ccsc2n1 | -9% | -12% | 1% | -3% | -0.6% | -17% | -61% | i | -2.1
COc1ccccc1CNC(=O)C(CC(C)C)NC(=O)C1CCC(C)CC1 (stereo unspecified) | -9% | 1% | 1% | 6% | 4.1% | ? | 2% | i | 3.7
O=C(NC1CCCC1)C(c1ccncc1)N(CCCN1CCOCC1)C(=O)c1ccc(-c2ccccc2)[nH]1 (stereo unspecified) | -2% | -4% | 0% | -7% | -1.2% | 0% | -5% | i | -0.6
Cc1cc(NC(=O)c2ccccc2-c2ccccc2C(=O)O)no1 | 18% | -11% | 0% | 4% | 0.0% | 2% | -1% | i | 1.8
Cc1cc(C(=O)OCC(=O)N2CCC(C)CC2)c2ccccc2n1 | -26% | -26% | 0% | -10% | 0.0% | -15% | -11% | i | -0.4
CCN(CC)C(=O)CSc1nnc(-c2ccco2)o1 | -10% | 5% | 1% | 4% | 2.9% | 24% | -7% | i | -2.1
Cc1ccc(NC(=O)CSc2nnc(N)s2)cc1S(=O)(=O)N1CCCCC1 | 8% | -15% | -1% | -9% | -0.1% | -22% | -19% | i | 0.2
O=C(Nc1cccc(O)c1)c1ccc(Br)cc1 | 12% | -16% | -1% | -7% | 9.8% | ? | -7% | i | -1.7

Sorted by number of heavy atoms (smallest number first): part of the list above.
SMILES | Abeta rescue | TGFb inhibitor | MmCpn inh | A549 viability | Nrf2 ARE act | Nrf2 block | HepG2 tox | pAkt inh | CCT modulator
CCN(CC)C(=O)CSc1nnc(-c2ccco2)o1 | -10% | 5% | 1% | 4% | 2.9% | 24% | -7% | i | -2.1
Cc1cc(NC(=O)c2ccccc2-c2ccccc2C(=O)O)no1 | 18% | -11% | 0% | 4% | 0.0% | 2% | -1% | i | 1.8
O=C(Nc1ccc(N2CCC(N3CCCCC3)CC2)c(C(=O)O)c1)c1ccccc1 | -9% | 5% | · | 1% | -0.8% | · | -3% | · | ·
